Screens from PubChem.
CaV13 FRET inh = Disruptors of the CACNA1D IQ motif to Ca2+-dependent inactivation inhibitor domain association, primary screening, Förster resonance energy transfer in intact living …; HEK cells, CFP/YFP FRET ICDI-IQ, plate reader, 10 min; percent FRET-ratio fall versus neutral wells; inhibition, % at 12.3 µM; actives 0.098% (n = 340,000); AID 743397;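 active = mean replicate inhibition of at least 30% and at least 1% of replicates passing that level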;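 note: 0% = median of the neutral control wells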
MITF TRPM1 inh = reduces MITF-dependent TRPM1 promoter luciferase signal | SK-MEL-5 TRPM1 promoter luciferase, 24 h | inhibition, % at 12.5 µM | actives 0.83% (n = 330,000) | AID 488899;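 active = mean inhibition across replicates of 60% or more, whatever share of single replicates reaches that level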; note: values of inactives mirror those of a sister screen read the other way
HIF-2a block = inhibitors of HIF-2a; inhibition, % at 18.8 µM; actives 0.72% (n = 360,000); 786-0 RCC cells HIF-2a reporter, luciferase luminescence, overnight;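 active = inhibition of the luminescence signal of 40% or more relative to plate controls, in a single-dose primary screen at 18.75 µM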
hiPSC survival = enhancers of human iPSC single-cell survival; actives 0.044% (n = 360,000); survival enhancement, % at 20 µM; hiPSC single-cell survival, ATPlite luminescence; 100% = ROCK inhibitor wells, 0% = DMSO; in the data active = survival enhancement above about 18%;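 note: cells exposed to compounds for 16 hours before the ATP read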
NR2E3 ag-1 = agonists of human nuclear receptor NR2E3 | Q9Y5X4 | GST-NR2E3/biotin-RetCOR TR-FRET, 1536-well | inhibition of corepressor binding, % at 4.78 µM | actives 0.12% (n = 320,000) | AID 2300;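 active = percent inhibition above the cutoff of mean plus 3 SD of all tested compounds, set per screening campaign, cut at about 20% in these data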;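 note: 0% = DMSO wells and 100% = biotin wells as full block of FRET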
Target sequence (Q9Y5X4 whole entry, looked up): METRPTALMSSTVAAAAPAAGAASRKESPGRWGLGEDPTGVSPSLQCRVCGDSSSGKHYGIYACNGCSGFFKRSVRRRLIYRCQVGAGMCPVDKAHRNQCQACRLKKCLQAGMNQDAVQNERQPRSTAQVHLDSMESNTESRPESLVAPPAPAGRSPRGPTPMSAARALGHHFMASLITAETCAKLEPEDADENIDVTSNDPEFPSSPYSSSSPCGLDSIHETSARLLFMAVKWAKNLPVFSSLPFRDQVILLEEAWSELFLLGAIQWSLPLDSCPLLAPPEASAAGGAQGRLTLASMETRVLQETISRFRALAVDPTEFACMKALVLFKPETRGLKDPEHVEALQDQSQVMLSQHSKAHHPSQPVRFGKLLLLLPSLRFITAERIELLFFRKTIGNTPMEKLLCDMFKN
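System: GST-NR2E3 and biotin-RetCOR proteins; probe or stimulus: 7 nM biotin-RetCOR; doses: compound at 4.8 µM, single dose; schedule: Compound–protein incubation for 5 h at 4 °C; detection: time-resolved FRET; read-out: percent inhibition; controls: biotin wells as high control, 0.6% DMSO wells as low control; format: 1536-well plates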
PDI inh = blocks human protein disulfide isomerase activity. P07237. PDI insulin aggregation turbidity, A650, 90 min. inhibition, % at 10 µM. actives 0.052% (n = 350,000). AID 588391;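 active = mean inhibition across replicates of 30% or more, whatever share of single replicates reach that level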;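 note: absorbance from insulin aggregation driven by PDI reduction with DTT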
Target sequence (P07237 whole entry, looked up): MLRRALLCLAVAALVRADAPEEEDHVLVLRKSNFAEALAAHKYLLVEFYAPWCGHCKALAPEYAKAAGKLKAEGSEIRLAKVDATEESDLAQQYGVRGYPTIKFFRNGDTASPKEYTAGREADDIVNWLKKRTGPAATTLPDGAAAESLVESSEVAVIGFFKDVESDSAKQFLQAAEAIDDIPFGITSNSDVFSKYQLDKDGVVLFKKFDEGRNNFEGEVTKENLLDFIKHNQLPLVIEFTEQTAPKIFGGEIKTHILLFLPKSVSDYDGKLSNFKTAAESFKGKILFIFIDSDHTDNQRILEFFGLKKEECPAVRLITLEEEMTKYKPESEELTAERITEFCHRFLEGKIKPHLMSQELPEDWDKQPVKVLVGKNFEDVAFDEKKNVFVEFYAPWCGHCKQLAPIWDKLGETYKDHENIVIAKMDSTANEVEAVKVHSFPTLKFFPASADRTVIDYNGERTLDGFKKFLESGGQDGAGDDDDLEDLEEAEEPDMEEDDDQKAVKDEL
NR2E3 ag-2 = human photoreceptor-specific nuclear receptor agonism | inhibition of corepressor binding, % at 3.98 µM | CHO-S Gal4-NCOR/VP16-NR2E3 two-hybrid, luciferase | AID 602229 | actives 0.35% (n = 360,000);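 active = inhibition above the mean of all tested compounds plus 3 SD, cut at about 70% in these data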;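 note: 0% = DMSO with NR2E3 transfected cells and 100% = cells lacking NR2E3 construct; higher means lower luciferase signal from less NR2E3 corepressor binding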
Peg3 prom inh = reduces Peg3 promoter-driven luciferase expression in HeLa; actives 1.7% (n = 360,000); inhibition, % at 20 µM; HeLa PEG-Prom luciferase reporter, luminescence, overnight; AID 588405;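 active = inhibition of at least 50% at 20 µM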
aDG glyco act = alpha-DG glycosylation activation; Pro5-aDG cells, alpha-DG glycosylation AlphaScreen (IIH6); 0% Pro5, 100% B10-LARGE cell signal; activation, % at 10 µM; actives 0.22% (n = 360,000); AID 624168;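 active = activation of at least 8% versus controls, or a plate z-score of at least 8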;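 note: Pro5 are CHO cells carrying HIG-tagged alpha-DG that lacks glycosylation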
Vif inh = blocks HIV Vif function; AID 602346; inhibition, % at 7.49 µM; HEK293T cells, Vif self-association by quenched fluorescence, imaging, 24 h; actives 0.35% (n = 340,000); in the data active = inhibition above about 50%, passing the limit was not always enough; note: some results filed as inactive read as strong as hits
Granule exo inh = lytic granule exocytosis inhibition; TALL-104 LAMP-1 surface exposure, flow cytometry; cells stimulated with thapsigargin and PMA; inhibition, % at 10 µM; actives 0.66% (n = 360,000); AID 651702;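 active = inhibition above about 55%, limit read from the data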
The depositor's hits bear a star; · = not tested or not shown. No enrichment for hits; any-hit rate near 3.5%.

Structure	CaV13 FRET inh	MITF TRPM1 inh	HIF-2a block	hiPSC survival	NR2E3 ag-1	PDI inh	NR2E3 ag-2	Peg3 prom inh	aDG glyco act	Vif inh	Granule exo inh
N#CCCN(C(=O)Nc1ccc(Cl)cc1)c1ccccc1	0	5	10	-1.6	1	0	-24	-5	-0.1	3	-1
CCOC(=O)C1=C(C)N(C)C(=S)NC1c1c(OCC)ccc2ccccc12 (stereo not given)	-7	26	14	0.3	0	8	-6	6	2.6	9	25
Cc1ccccc1N1CC(C(=O)Nc2nnc(SCc3ccccn3)s2)CC1=O (stereo not given)	·	1	13	-0.4	2	3	-16	7	-0.1	1	-3
Cc1sc2ncnc(SC(C)C#N)c2c1C (stereo not given)	-10	-17	16	-1.0	3	14	-17	13	0.0	2	-2
COc1ccccc1CNC(=O)Cn1nc(C(F)(F)F)cc1C	-2	1	7	-0.2	-4	-4	14	12	-0.2	-8	0
CCc1nc2c(OCC3CCCCC3)cccn2c1N(C)C(=O)c1ccccc1F	-5	·	23	0.9	·	-4	16	21	0.7	-3	7
COc1ccc(N2CCN(C(=O)C3CCCN(S(=O)(=O)c4ccc(C)cc4)C3)CC2)cc1 (stereo not given)	-3	10	10	-0.1	3	5	-9	17	0.4	-6	7
CCOc1ccccc1N(CC(=O)Nc1ccc(S(=O)(=O)N2CCCC2)cc1)S(C)(=O)=O	·	-2	11	-0.3	0	-3	6	-10	-0.4	1	2
CCCCN=C1SC(C(=O)Nc2sc3c(c2C(=O)OC)CCC3)C(N)=C1C(=O)N1CCOCC1 (stereo not given)	-6	-14	6	1.1	2	-4	-25	-1	0.0	0	4
O=C(CCc1nnc(CCCCc2ccccc2)o1)NCCN1CCCCC1=O	9	11	12	1.1	-1	2	4	5	-0.1	-2	-4
NC(=O)C(c1ccc(Br)cc1)c1ccc(C(=O)c2ccccc2)cc1 (stereo not given)	-18	13	24	-0.4	0	-3	29	14	0.7	·	-2
CCC1Sc2ccc(S(=O)(=O)CCC(=O)Nc3cc(C)ccn3)cc2NC1=O (stereo not given)	-2	7	8	-0.6	5	-3	-17	13	0.2	6	1
O=C1CC2(CCCCCC2)Oc2ccc(Cl)cc21	-5	-6	10	-2.2	2	0	-19	4	0.3	·	9
COc1ccc(CCNC(=O)c2ccc(N3CCCCS3(=O)=O)cc2)cc1OC	-13	0	10	0.3	0	5	-2	-7	-0.1	-1	5
CC1=Nn2c(nnc2-c2n[nH]c3c2CCC3)SC1	·	9	2	-1.5	0	0	-26	6	-0.3	11	7

Single values from above:
In CaV13 FRET inh, CCCCN=C1SC(C(=O)Nc2sc3c(c2C(=O)OC)CCC3)C(N)=C1C(=O)N1CCOCC1 (stereo not given) shows -6
In aDG glyco act, COc1ccc(CCNC(=O)c2ccc(N3CCCCS3(=O)=O)cc2)cc1OC shows -0.1

Next compounds
Structure	CaV13 FRET inh	MITF TRPM1 inh	HIF-2a block	hiPSC survival	NR2E3 ag-1	PDI inh	NR2E3 ag-2	Peg3 prom inh	aDG glyco act	Vif inh	Granule exo inh
O=C1COc2ccc(C(=O)COC(=O)CCSc3ccc(Cl)cc3)cc2N1	2	4	8	2.3	3	-4	-16	14	-0.3	0	0
Cc1cccc(C)c1NC(=S)NC(C)CCc1ccccc1 (stereo not given)	-4	5	25	-1.1	3	-10	13	40	0.3	0	2
CC(C)N(C(C)C)S(=O)(=O)c1ccc(NN)nc1	-2	-6	25	0.8	-4	-13	-6	1	0.1	-2	-3
COc1cc(CC(NC(C)=O)C(=O)NC2CCN(c3nc(OC)nc(OC)n3)CC2)cc(OC)c1 (stereo not given)	2	6	10	-0.2	-2	-3	-11	8	0.0	-5	-6
CCOC(=O)C1CCN(c2c(NCCCN3CCN(Cc4ccccc4)CC3)c(=O)c2=O)CC1	-8	-2	1	-0.1	4	5	-23	7	0.0	-4	1
CCCCNC(=O)c1ccc2c(c1)ncn2C1CCCC1	-4	-48	-179	-2.6	1	-1	-61	-33	-0.2	0	5
COc1ccccc1OCCCN1C(=O)C(=O)c2cccc(C)c21	-5	-1	-56	-0.7	2	-4	-1	-30	0.0	-16	4
COc1ccc(CCNC(=O)C(=O)NCC2OCCN2S(=O)(=O)c2ccc(Cl)cc2)cc1 (stereo not given)	-3	·	-1	1.1	3	·	4	20	0.0	4	-2
Cc1cnc(CNC(=O)C2CCC(=O)N(Cc3ccc(Cl)cc3)C2)[nH]1 (stereo not given)	·	-3	0	-0.1	1	-2	23	20	-0.4	-3	-4
COc1ccccc1CNC(=O)C1CCN(S(=O)(=O)c2cccc([N+](=O)[O-])c2)CC1	-3	10	4	0.2	-2	5	9	9	0.5	7	14
CN1CCN(C(=O)/C=C\c2ccc(Cl)cc2)CC1	-1	-11	-10	0.0	-1	0	-5	-29	-0.2	0	-4
CCC(C)NC(=O)c1oc2ccc(S(=O)(=O)N3CCC4(CC3)OCCO4)cc2c1C (stereo not given)	-3	11	10	0.6	-2	7	-14	4	-0.1	6	-15
N#Cc1c(NC(=O)CN2C(=O)c3ccccc3C2=O)oc(-c2ccccc2)c1-c1ccccc1	-5	-5	4	-1.5	1	10	-21	1	0.1	0	0
Cc1ccc(S(=O)(=O)Nc2ccc3c(c2)nc2n3CCN(Cc3ccccc3)C2)cc1	-4	10	18	-1.2	0	3	-6	12	0.0	-8	1
O=C(CSc1ncnc2nc[nH]c12)Nc1ccc(Br)cc1Cl	1	-17	-14	-0.5	2	4	9	-6	0.1	2	-4
COc1ccc(CCNc2nc(C)cc(C)n2)cc1OC	-5	-6	17	-0.7	2	8	6	10	0.0	2	-5
Cc1[nH]c2ccccc2c1Cc1nnc(SCc2ccccc2)o1	-5	-10	6	0.5	-4	·	6	-7	-0.3	-3	-2
CCCNC(=S)Nc1ccc(Oc2ccccc2)cc1	-4	-6	-32	-3.3	0	2	19	-17	0.1	-6	4
Cc1cccc(NC(=O)CSc2nnc(-c3ccco3)o2)c1C	·	-4	-1	10	-3	-7	-17	3	-0.1	·	7
Cc1ccc(C)c(CSC2=NCCN2C(=O)c2cccs2)c1	3	3	19	0.0	1	0	0	4	0.7	2	3
CCN(CC)S(=O)(=O)c1cc(C(=O)Nc2cc(C)[nH]n2)ccc1Cl	·	-80	-170	-0.4	-2	-2	-105	-186	0.1	1	2
CCC(=C(c1ccc(OC)cc1)c1ccc(OC)cc1)c1cn(CC(O)CN(CCO)CCO)c2ccccc12 (stereo not given)	0	-5	21	1.4	2	0	-14	32	5.0	-3	72*
COc1ccccc1CCNC(=O)C(=O)Nc1cc2c3c(c1)CC(=O)N3CCC2	-6	-4	4	-0.4	-4	-1	-3	-2	-0.3	2	-1
N#CCCn1cc(C(=O)Nc2ccc(C(=O)O)cc2)c(-c2cccc(Br)c2)n1	-5	5	11	-0.1	3	5	2	-2	0.0	-5	5
Cc1cc(NC(=O)CCC(=O)N(Cc2ccccc2)C2(C(=O)NC3CCCCC3)CCCC2)no1	-6	3	15	-1.6	3	0	-31	11	0.2	-7	1
CC(=O)N1CCN(C(=O)COC(=O)c2oc3ccccc3c2C)CC1	-6	9	9	-1.8	2	-12	-11	2	0.1	22	16
CC(=O)Nc1ccc(S(=O)(=O)Nc2ccc(Cc3ccncc3)cc2)cc1	-3	10	11	0.0	1	-5	20	13	0.2	8	-1
Cc1ccc(C(=O)Nc2cccc(C(F)(F)F)c2)cc1Nc1cnccn1	-10	5	1	-3.8	0	-3	-13	-3	-0.3	-3	4
O=C(c1ccco1)N1CCN(C(c2ccc(F)cc2)c2nnnn2Cc2cccs2)CC1 (stereo not given)	·	-1	14	-0.3	3	-3	-48	16	0.1	3	3
CN1CCN(c2ccc(CNC(=O)C3Cc4c(-c5cccc(F)c5)ccnc4O3)cc2)CC1 (stereo not given)	-6	·	-8	-1.1	·	-26	-3	3	0.2	-11	-2
Cn1c(=O)c2cc(NC(=S)NC3CC3)ccc2n1Cc1cccc(C(F)(F)F)c1	-4	·	11	-2.2	·	-7	4	0	0.2	14	-2
CCC(CC)COC(=O)C1=C(C)NC(=O)NC1c1ccc(N(C)C)cc1 (stereo not given)	-58	-5	25	-0.4	0	-44	-16	35	-0.3	0	-4
Cc1ccc(C(=O)N2CCC(N3CCC(C(=O)N4CCOCC4)CC3)CC2)cc1C	-6	-7	0	-0.4	-2	6	5	11	0.0	·	5
COc1cc2c(cc1NC(=O)CSc1ccc(C)cc1)oc1ccccc12	-8	8	-41	-1.1	-2	-5	-43	6	0.1	0	5
CC(=O)c1cccc(OCC(O)CNCC2COc3ccccc3O2)c1 (stereo not given)	-3	2	7	-0.5	2	-8	-7	-9	1.0	1	11
Fc1ccc(CSc2ccc(-c3ccco3)nn2)cc1	-4	-54	-240	1.9	3	7	-115	-281	0.1	2	-4
Cc1ccc(N(NC(=O)C(O)(c2ccccc2)c2ccccc2)C(=O)CCl)cc1	-5	29	50*	-1.1	2	1	-1	103*	-0.5	8	13
COc1ccccc1NC(=O)c1ccc(S(=O)(=O)N(C)C)cc1	-3	-5	-9	-0.2	3	16	-14	-3	-0.1	-3	0
O=C(COC(=O)C1CC1)NC(=O)NCc1ccccc1	-2	-11	6	0.2	2	-4	-35	5	0.1	1	-1
Cc1c(NC(=S)N/N=C/C=C/c2ccccc2)c(=O)n(-c2ccccc2)n1C	-2	-15	-16	-0.1	-4	0	12	11	0.1	-9	12
COc1ccc2c(=O)c(-c3cnn(-c4ccccc4)c3)c(C)oc2c1	-7	-11	-108	2.3	-1	5	-58	-64	0.3	-10	-2
COCCOC(=O)C1=C(C)NC2(O)c3ccccc3C(=O)C12O (stereo not given)	-6	6	19	-0.2	-2	3	-6	5	-0.2	-3	1
COc1ccc(CN2CCc3ccccc3C2)cc1Br	-19	0	2	0.1	3	4	28	11	0.2	0	0
CCCCCC(=O)Nc1cc(S(=O)(=O)N2CCOCC2)ccc1N1CCN(C)CC1	-12	-8	4	-0.5	4	1	10	14	0.1	-4	-2
O=C(NNC1=C(C(=O)C(F)(F)F)CCC1)c1cccc(Cl)c1	-5	8	-7	-0.2	2	25	-120	-10	0.0	-4	16
COc1ccc(N=Cc2cc(Cc3ccccc3Cl)cc([N+](=O)[O-])c2O)cc1OC	·	6	22	0.4	0	-10	27	8	0.0	-6	33
CCOC(=O)N/N=C/c1ccc(Oc2ccccc2)cc1	9	-60	-203	5.1	·	0	-39	-160	0.1	-6	2
Clc1ccc(-c2cnc(Oc3ccccc3)nc2)cc1	2	-50	-234	-0.6	4	0	-155	-267	0.0	3	-1
